Lmaj promast = inhibitors of Leishmania major promastigote growth | inhibition, % at 10 µM | 9% of 200,000 active | Leishmania major promastigotes, resazurin fluorescence viability; in the data active = inhibition above about 50%;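 note: promastigotes grown with compound for 44 hours at 28 °C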
TNAP inh noacc = blocks human TNAP activity with no phosphate acceptor present; 0.26% of 200,000 active; purified TNAP, CDP-star luminescence, 30 min; inhibition, % at 20 µM;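 active = tissue-nonspecific alkaline phosphatase inhibition above about 50% at 20 µM in the single-dose screen, limit read from the data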;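 note: 0% = DMSO negative control and 100% = EDTA positive control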
Redox H2O2 prof = compounds producing H2O2 with reducing agent – biochemical, NIH compound library profiling, artefact control for MLSCN library redox annotation, primary screen | AID 878 | activation, % at 10 µM | 0.03% of 200,000 active | DTT-dependent redox cycling H2O2, phenol red/HRP absorbance; 100% = 100 µM peroxide control, 0% = buffer;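 active = activation of at least 50% relative to the plate's high and low controls in the primary single-dose screen; inactive = activation below 50%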;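 note: compound incubated with DTT at 0.8 mM final as the reducing agent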
S1P3 antag = antagonists of human S1P3 receptor; Q99500; CHO S1P3 NFAT-BLA reporter, FRET fluorescence, antagonist mode; inhibition, % at 4.98 µM; 0.27% of 170,000 active; AID 485;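 active = inhibition above the plate cutoff, the mean inhibition of test wells on that plate plus 3 SD, cut at about 28% in these data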;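 note: cells challenged with S1P at its EC80 of 0.8 µM; blue over green emission ratio from cleaved BLA substrate after 4 h stimulation; 0% = S1P-stimulated wells and 100% = unstimulated DMSO-only wells; some compounds past the cut are filed as inactive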
Target sequence (Q99500 whole entry, looked up): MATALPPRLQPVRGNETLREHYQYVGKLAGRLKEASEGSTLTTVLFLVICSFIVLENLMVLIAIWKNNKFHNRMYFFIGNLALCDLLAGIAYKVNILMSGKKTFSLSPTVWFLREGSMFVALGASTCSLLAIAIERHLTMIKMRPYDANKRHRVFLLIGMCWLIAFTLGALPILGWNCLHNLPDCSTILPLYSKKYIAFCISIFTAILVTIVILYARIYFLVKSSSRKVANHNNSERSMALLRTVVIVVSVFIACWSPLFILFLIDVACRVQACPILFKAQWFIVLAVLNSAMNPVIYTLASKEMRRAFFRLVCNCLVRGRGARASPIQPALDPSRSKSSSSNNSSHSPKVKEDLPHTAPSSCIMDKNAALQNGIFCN
RAM inhibit = blocks the yeast RAM network | inhibition, % at 50 µM | 1.8% of 190,000 active | AID 868 | S. cerevisiae dse1pr::URA3 reporter, 5-FOA growth OD615, 2 d; analog-sensitive cbk1-as2 kinase mutant strain;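 active = inhibition above a set limit, 3 SD over mean compound inhibition, cut at about 8.4% in these data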;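 note: 0% = DMSO-only wells with no growth and 100% = 10 µM 1-NA-PP1 full growth; inhibition rescues growth on 5-FOA so higher OD means more RAM inhibition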
PMI act = activators of human phosphomannose isomerase. 0.005% of 190,000 active. activation factor at 20 µM. AID 1214. purified human PMI, coupled resazurin fluorescence, 20 min; stronger effect = higher value; 1 = vehicle control, 0 substrate-free wells;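 active = activation factor of 2 or more at 20 µM, relative to plate controls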
Target sequence (P34949 whole entry, looked up): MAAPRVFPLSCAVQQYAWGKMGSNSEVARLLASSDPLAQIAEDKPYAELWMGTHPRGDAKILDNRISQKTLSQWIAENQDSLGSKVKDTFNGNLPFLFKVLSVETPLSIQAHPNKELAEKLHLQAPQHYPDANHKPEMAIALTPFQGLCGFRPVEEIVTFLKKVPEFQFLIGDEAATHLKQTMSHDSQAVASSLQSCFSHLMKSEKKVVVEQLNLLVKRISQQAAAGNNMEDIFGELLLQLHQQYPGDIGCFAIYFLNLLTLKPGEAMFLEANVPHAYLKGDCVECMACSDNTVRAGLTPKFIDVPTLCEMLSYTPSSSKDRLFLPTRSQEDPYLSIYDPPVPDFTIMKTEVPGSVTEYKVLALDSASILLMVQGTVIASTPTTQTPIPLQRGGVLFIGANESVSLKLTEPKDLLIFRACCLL
Hsp70 activator = transcriptional activators of Hsp70; HeLa Hsp70 promoter luciferase reporter, luminescence; scaled: vehicle 0, proteasome-inhibitor control 100%; activation, % at 10 µM; 0.04% of 200,000 active; AID 1203;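 active = activation above the mean across all tested compounds plus 3 SD, cutoff set per campaign, cut at about 5.5% in these data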;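 note: 100% = MG132 at 30 µM as the positive control and 0% = DMSO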
PMI act satM6P = increases human PMI activity with near-saturating mannose 6-phosphate; activation factor at 20 µM; coupled PMI enzyme assay, resazurin fluorescence, 20 min; stronger effect = higher value; 1 = untreated enzyme, 0 = substrate-free blank; AID 1216; P34949; 0.34% of 190,000 active;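 active = activation factor of 2 or more at 20 µM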
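Test system: human PMI in coupled enzyme assay; Input: PMI at 15 ng/mL final; Medium: HEPES buffer, pH 7.4; Schedule: 20 min incubation at room temperature; Technique: resorufin fluorescence at Ex 544/Em 590 nm; Compound: 20 µM single dose; Probe or stimulus: Near-saturating mannose-6-phosphate, 1.0 mM.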
HMGR II inh = inhibitors of class II HMG-CoA reductase from Enterococcus faecalis; inhibition, % at 10 µM; purified E. faecalis HMGR, NADPH absorbance 340 nm kinetic; AID 1066; 0.41% of 190,000 active;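 active = inhibition above a set limit, the median over all tested compounds plus 3 SD, cut at about 9.5% in these data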;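 note: enzyme runs in reverse so mevalonate oxidation gives rising NADPH absorbance; 0% = complete reaction with DMSO and 100% = background rate lacking mevalonate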
TNAP inh hiacc = blocks human TNAP under high phosphate acceptor concentration; purified TNAP, CDP-star luminescence, 1 M DEA; inhibition, % at 20 µM; 0.03% of 200,000 active; AID 1135;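 active = over 50% inhibition of tissue-nonspecific alkaline phosphatase at 20 µM in the single-dose screen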;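 note: plate controls were DMSO wells for no effect and EDTA-quenched wells as full inhibition for full effect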
Active calls of the source: *; x = not tested or not shown.

Every second line gives: Lmaj promast, TNAP inh noacc, Redox H2O2 prof, S1P3 antag, RAM inhibit, PMI act, Hsp70 activator, PMI act satM6P, HMGR II inh, TNAP inh hiacc
Cc1ccc(Oc2ccc3c(c2)C(=O)N(c2cccc4cccnc24)C3=O)cc1
    -9, -12, 2.2, x, 2.9, 0.9, 0.7, 0.9, -1, -3
CCOC(=O)CCCc1c[nH]c2ccccc12
    -1, -8, 0.9, x, 1.3, 0.9, -0.4, 0.9, 0, -2
FC(F)(F)c1cnc(Oc2cccc3ccccc23)c(Cl)c1
    18, -7, -0.1, -2, 0.9, 0.9, -0.5, 0.9, 1, -4
Cc1ccc(-c2cc(C(=O)N/N=C/c3c(C)nn(C)c3C)c3ccccc3n2)cc1C
    82*, -4, 0.3, x, 0.4, 0.9, -0.2, 1, -5, -5
c1ccc(Cn2nnnc2C(c2ccccn2)N2CCN(c3ccccc3)CC2)cc1 (centres undefined)
    -2, -9, -1.1, x, -0.8, 1, 0.1, 1, -2, -5
O=C(CSc1nnnn1-c1cccc2c1CCCC2)NC1CCCC1
    6, -10, 2.2, x, 5.2, 1, 0.1, 1, 0, -4
CCOC(=O)C1(S(=O)(=O)c2ccccc2)CCN(Cc2ccccc2)CC1
    2, -10, -4.2, x, 1.2, 0.9, -0.2, 0.9, 1, -5
C=CCNc1nc(-c2ccc(OC)cc2OC)cs1
    7, -13, 1.1, -7, -0.3, 0.9, 0.3, 1, -1, -5
O=C(OCC(=O)N1CCOCC1)c1c(Cl)ccc(Cl)c1Cl
    3, -6, -2.8, 8, 0.5, 1.1, 0.6, 1, -3, 1
Cc1cc(C)nc(SCc2ccc(C(=O)N/N=C/C3CCCCC3)cc2)n1
    0, -4, -0.2, -6, 0.2, 0.8, -0.4, 0.9, 3, 3
Cc1sc(Cc2nc(O)cs2)nc1-c1ccccc1
    7, -50, -0.4, -10, 3.7, 1, -0.2, 1.2, -3, -3
CCOC(=O)c1c(C)nc(-c2ccccc2)nc1NC(C)=O
    -2, -12, 2.5, -18, -0.1, 1, 0.1, 1.1, -4, -7
Cc1cc(C)c(C)c(C(=O)COC(=O)CNC(=O)CN2C(=O)c3ccccc3C2=O)c1C
    -7, -9, -0.4, -1, 1.7, 0.9, -0.4, 0.9, -10, -2
CN1CCN(CCC(=O)Nc2ccccc2Cl)CC1
    -3, -7, 3.4, -6, 0.6, 1.1, -0.1, 1, 6, 0
CCOC(=O)c1ccc(COc2ccc(C(C)C)cc2)o1
    -1, -10, 0.3, -20, 0.9, 0.8, 0.0, 0.9, 0, -4
Cc1cc(C(C)(C)C)c(O)c(C)c1CC1=NCCN1
    -3, -7, 0.1, x, 1.3, 1, 0.1, 1, -2, -4
O=C(NNC(=O)C1CCCCC1)c1ccco1
    2, -9, -0.7, 2, -0.1, 1.2, -0.1, 1.1, -4, 2
COc1ccc(C(=O)NNC(=O)Cc2ccc(Cl)cc2)cc1
    -7, -40, 0.4, -6, 1.4, 1, 0.1, 1, 0, -7
O=C(Nc1ccccc1-c1ccccc1)NC1CC2CCCC(C1)N2Cc1ccc(F)cc1 (centres undefined)
    69*, -174, -0.8, -6, 0.7, 0.9, -0.3, 0.9, -4, -19
Cc1cccc(NC(=O)CSC2=NN3CCCC(=O)N=C3S2)c1C
    -1, -11, -0.1, -7, 1.0, 1, -0.1, 1.1, -4, -2
C#CCOCCOCCOCCNc1nc(N2CCOCC2)nc(N2CCN(C(=O)[C@H](Cc3cc4ccccc4[nH]3)n3cc([C@@H](N)CC(C)C)nn3)CC2)n1
    -4, -15, 0.0, -10, 1.8, 1, -0.1, 1.1, -1, -10
O=C(Nc1ccccc1)N1CCN(c2ccc(C(F)(F)F)cn2)CC1
    0, -11, 0.1, x, 1.0, 1, -0.2, 1, -2, -3
Cc1cc(C)nc(N=Nc2c(O)n(Cc3ccc(Cl)cc3)c3ccccc23)n1
    5, -7, 0.0, -4, 0.4, 0.8, -0.4, 0.9, -5, 2
O=C1COc2ccc(C(=O)COC(=O)Cc3ccsc3)cc2N1
    -5, -1, -2.6, -11, 0.6, 1, 0.1, 1, 0, -3
C=CCn1c(COc2ccccc2)nnc1SCC(=O)C(C)(C)C
    26, -7, 0.3, 17, -0.4, 1.1, -0.2, 1.1, -3, 0
O=C(NNS(=O)(=O)c1ccccc1C(F)(F)F)c1cccc(S(=O)(=O)Nc2ccccc2Cl)c1
    -4, -21, -0.1, -3, 3.0, 1.1, -0.4, 1, -3, -1
C#CCOCCOCCOCCNc1nc(N2CCN(C(=O)[C@H](Cc3ccc(O)cc3)n3cc([C@@H](N)C(C)CC)nn3)CC2)nc(N2CCN(C(=O)[C@H](Cc3cc4ccccc4[nH]3)n3cc([C@@H](N)C(C)CC)nn3)CC2)n1 (some centres undefined)
    -3, -52, 0.5, 6, -0.9, 1.4, 0.2, 1.4, -3, -9
CCn1c(SCC(=O)N2CCCC2)nc2c(c1=O)SC(C)C2 (centres undefined)
    -2, -12, -2.3, -5, 3.0, 1, -0.5, 1, -5, -1
CC(=O)Nc1ccc(S(=O)(=O)Nc2ccc(S(=O)(=O)N3CCCCCC3)cc2)cc1
    -12, -13, 2.0, -5, 3.5, 0.9, 0.2, 1, -2, -4
O=C(Nc1ccc(S(=O)(=O)N2CCCC2)cc1)c1ccc(CN2CCc3ccccc3C2)cc1
    90*, -12, 0.7, -10, 2.1, 1, -0.6, 1, -1, -6
CCc1ccc2c(COC(=O)c3n[nH]c4ccccc34)cc(=O)oc2c1
    6, -16, 0.8, -12, 1.7, 1, 0.0, 1, -1, -2
CC1(C)Oc2ccc3ccc(=O)oc3c2-c2cnoc21
    -9, -17, -2.9, -11, 2.7, 0.1, -0.3, 0.2, 0, -2
CC1CCc2c(sc(NC(=O)C3CCCO3)c2C#N)C1 (centres undefined)
    -1, -5, -0.4, -2, 0.0, 1, 0.3, 1, -4, 0
COc1ccnc(CSC(N)=Nc2ccc(F)cc2)c1
    -4, 49, 1.9, x, 0.0, 1, 0.0, 1, -1, -2
COc1ccc(OC)c(S(=O)(=O)Nc2c(F)cccc2F)c1
    -4, -10, 0.6, 16, 1.7, 0.9, 0.3, 1, -2, -6
O=C(COc1ccc(Cl)cc1)NNC(=O)c1ccccn1
    39, 1, -1.2, x, 1.4, 0.7, -0.3, 0.8, -6, -4
COc1ccc(C(=O)NCCSCc2ccco2)cc1OC
    -7, -10, 1.9, 11, -0.5, 1, -0.2, 1, -3, -5
CC1CCN(C(=O)c2cc3nc(-c4ccccc4)cc(-c4ccccc4)n3n2)CC1
    50, -8, 0.7, x, 5.9, 0.9, -0.1, 0.9, 1, 5
Oc1oc(-c2ccccc2)nc1/C=N/c1nccs1
    -3, 17, 0.4, 8, 5.9, 1, 0.0, 1, 1, 6
Cc1ccc(CNC(=O)CSc2nc3ccsc3c(=O)n2Cc2ccccn2)cc1
    9, -1, -0.2, -1, 3.5, 0.9, -0.1, 0.9, -2, -4
O=C(NCCCN1CCOCC1)c1ccc(CNS(=O)(=O)c2ccc(F)cc2)cc1
    -2, -6, -0.1, x, -0.1, 0.9, 0.3, 0.9, -2, -1
COc1ccccc1CN1C[C@@H]2C[C@@H](c3cccc(C)c3)N3CCC[C@@]23C1=O
    7, -10, 0.5, 4, 0.4, 0.9, -0.1, 0.9, 1, -8
CCCN(CCC)CCNC(=O)c1cc2c(=O)n(C)c3ccccc3c2n1C
    29, -7, -0.2, 2, 0.7, 0.8, 0.1, 0.8, -5, 0
O=C(NNC(=O)c1cccc([N+](=O)[O-])c1)c1ccncc1
    -3, -11, 0.4, 1, 1.2, 1, -0.4, 1, -7, -5
Cc1sc2ncnc(SCC(=O)NC(C)C(C)C)c2c1C (centres undefined)
    11, -15, -0.7, 5, 0.3, 0.9, -0.1, 0.9, 0, -4
CCOc1ccc(NC(=O)CSc2nnc(C)n2CCCOC)cc1
    -7, -12, 2.4, 20, 0.4, 1, 0.4, 1, 0, -8
O=C(NC(=S)Nc1ccc2cn[nH]c2c1)c1ccccc1
    15, -13, -1.9, 6, 0.8, 0.8, 0.0, 0.9, -1, -3
Cc1cc(OCC(=O)NCc2ccccn2)cc(C)c1Br
    50, -6, 0.3, -1, 1.9, 1, 0.0, 1.1, 3, -4
CC(C)(C)c1ccc(C(CC(=O)O)NC(=O)Cc2ccc(F)cc2)cc1 (centres undefined)
    9, -2, -0.2, -14, 2.7, 1, -0.1, 1, -1, -1
O=C(COc1ccccc1O)Nc1ccccc1Cl
    -2, 1, -5.0, -13, 0.7, 1, 0.0, 1, 1, -6
CC(NC(=O)COC(=O)c1ccco1)c1ccccc1 (centres undefined)
    -1, -7, -0.1, x, 0.3, 0.9, -0.3, 1, 6, -2
Cc1cc(NC(=O)c2ccc(N3C(=O)C4C5C=CC(C5)C4C3=O)cc2)no1 (centres undefined)
    -8, -10, 0.1, -4, 1.6, 1, -0.2, 1.1, -2, -6
CCOC(=O)C1CCCN(c2c(C(=O)c3ccccc3)cnc3ccccc23)C1 (centres undefined)
    51*, -3, 0.6, 7, 2.3, 1, -0.5, 1, 0, 6
Cc1noc(C)c1CSc1nnc2ccccn12
    3, 6, -8.4, x, 2.0, 1, -0.2, 0.9, 1, -4
O=C(Nc1cccc2ccccc12)c1cnsn1
    -7, -6, -0.6, -11, 1.6, 0.9, -0.2, 0.9, 0, -3
Cc1cc(=O)oc(C)c1C(=O)OCC(=O)c1ccc(Br)cc1
    -5, -2, 1.0, x, -0.9, 1, 0.0, 1, 2, 2
CCN(CC)S(=O)(=O)c1ccc(NC(=O)Cc2cccs2)cc1
    -3, -10, 0.2, 7, 0.9, 1, 0.4, 1, -1, -1

High-throughput results: PubChem BioAssay, several laboratories
